BAZ2B block – qHTS Assay for Inhibitors of BAZ2B | AlphaScreen BAZ2B-H3K14Ac peptide displacement | Potency, µM (top dose mostly 114 µM), inactives show at the top dose activity change, negative = inhibition, actives largely listed as inhibitors | actives 4.4% (n = 360,000) | AID 504333, 2011; further: on the % scale 0 is the no-effect control and ±100 the full control effect; nearly all actives have a fitted effect of over 60% in size
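Inhibition is scored as reduced AlphaScreen emission. The BAZ2B/b-H3(5-23)K14Ac complex (50 nM each) in PBS pH 7.4, 0.01% Tween-20 meets compound (up to 110 uM) for 30 min at RT before bead addition.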
Pin1 inhibitor – qHTS Assay to Find Inhibitors of Pin1; Pin1 FP peptide displacement, HiFluor488, 10 min; Peptidyl-prolyl cis-trans isomerase NIMA-interacting 1 (Homo sapiens), Q13526; Potency, µM (highest dose often 115 µM), for inactives: at the top dose activity, negative = inhibition, actives largely listed as inhibitors; actives 0.009% (n = 390,000); active means well fitted inhibition curve with a large enough effect in the polarisation, with a control signal flat, not every such curve was filed as active; inconclusive means small, poorly fitted or top-dose-only effect, or effect the other way, or a change in a side signal; inactive means no such curve, though single readings can be large or run the other way; the % refers to the polarisation; further: on the % scale 0 is the no-effect control and ±100 the full control effect
Target sequence (Q13526 whole entry, looked up): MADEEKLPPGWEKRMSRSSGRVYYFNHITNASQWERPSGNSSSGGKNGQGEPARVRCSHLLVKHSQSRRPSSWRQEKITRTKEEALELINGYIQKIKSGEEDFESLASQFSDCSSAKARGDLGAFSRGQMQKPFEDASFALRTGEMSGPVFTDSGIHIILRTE
HP1b chromo inh – HTS for Inhibitors of HP1-beta Chromodomain Interactions with Methylated Histone Tails. AID 540317, 2011. actives 0.56% (n = 390,000). AlphaScreen HP1-beta / biotin-H3K9me3 peptide binding. Potency, µM (highest dose often 114 µM), for the others: at the top dose activity change, negative = inhibition, most hits filed as inhibitors. Chromobox protein homolog 1 (Homo sapiens), P83916; further: nearly all actives have a fitted effect of over 70% in size; inactives centre near 23
Target sequence (P83916 whole entry, looked up): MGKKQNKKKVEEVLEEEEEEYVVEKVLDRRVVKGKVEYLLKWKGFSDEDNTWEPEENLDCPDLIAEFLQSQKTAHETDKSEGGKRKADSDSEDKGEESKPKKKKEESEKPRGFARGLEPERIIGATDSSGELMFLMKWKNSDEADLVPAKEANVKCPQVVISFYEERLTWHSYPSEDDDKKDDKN
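HP1-beta protein (50 nM final) preincubated 30 min at room temperature with biotinylated H3(1-18)K9me3 peptide (50 nM) in PBS pH 7.4, 0.01% Tween-20, then compound added for 30 min. AlphaScreen streptavidin donor/nickel chelate acceptor beads (10 ug/mL final), 30 min dark, luminescence read.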
Tb PGK inh – qHTS Assay to Find Inhibitors of Phosphoglycerate Kinase; Phosphoglycerate kinase, glycosomal (Trypanosoma brucei brucei), P07378; PGK/GAPDH coupled, Kinase-Glo luminescence, 60 min; Potency, µM (doses to about 57.5 µM), without a hit: at the top dose activity change, negative = inhibition, actives largely listed as inhibitors; actives 0.043% (n = 380,000); AID 602233, 2012; further: on the % scale 0 is the no-effect control and ±100 the full control effect; nearly all actives have a fitted effect of over 60% in size
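Luminescent ATP detection (Kinase-Glo Plus) follows a 60-minute room-temperature incubation, with wells lacking PGK as controls. Buffer: 100 mM TEA (pH 7.6), 5 mM MgCl2, 0.01% Tween-20. Coupling enzyme GAPDH (100 nM final) supplies unstable 1,3-BPG in-well.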
BLM inh – qHTS Assay for Inhibitors of Bloom's syndrome helicase (BLM); actives 0.2% (n = 350,000); recombinant BLM DNA unwinding, fluorescence dequenching; Potency, µM (series often up to 56.1 µM), without a hit: at the top dose activity change, negative = inhibition, hits mostly inhibitors; RecQ-like DNA helicase BLM (Homo sapiens), P54132;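 further: plate controls were vehicle for no effect and no enzyme for full effect; nearly all actives have a fitted effect of over 35% in size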
JMJD2A Tudor inh – qHTS Assay for Inhibitors of JMJD2A-Tudor Domain; Lysine-specific demethylase 4A (Homo sapiens), O75164; AlphaScreen JMJD2A-Tudor / H3K4me3 peptide binding; Potency, µM (highest dose often 114 µM), without a hit: at the highest dose activity change, negative = inhibition, actives largely listed as inhibitors; actives 4.4% (n = 390,000); further: on the % scale 0 is the no-effect control and ±100 the full control effect; nearly all actives have a fitted effect of over 50% in size
G9a block – qHTS Assay for Inhibitors of Histone Lysine Methyltransferase G9a; AID 504332, 2011; G9a H3K9 monomethylation, AlphaScreen, 2 h; actives 8.8% (n = 350,000); Histone-lysine N-methyltransferase EHMT2 (Homo sapiens), Q96KQ7; Potency, µM (highest dose often 102 µM), without a hit: at the top dose activity, negative = inhibition, hits mostly inhibitors; further: on the % scale 0 is the no-effect control and ±100 the full control effect; nearly all actives have a fitted effect of over 75% in size
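Compounds were preincubated with 20 nM G9a for 15 min, after which biotinylated H3K9 peptide (500 nM) and SAM (20 uM) started a 2 h room-temperature reaction. Monomethylated product was quantified by antibody-based AlphaScreen chemiluminescence.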
GLS inh – qHTS for Inhibitors of Glutaminase (GLS); Potency, µM (top dose mostly 45.5 µM), for inactives: top-dose activity change, negative = inhibition, usual class: inhibitors; Glutaminase kidney isoform, mitochondrial (Homo sapiens), O94925; actives 0.21% (n = 410,000); GLS enzymatic activity, qHTS titration; further: on the % scale 0 is the no-effect control and ±100 the full control effect
Target sequence (O94925 whole entry, looked up, canonical isoform): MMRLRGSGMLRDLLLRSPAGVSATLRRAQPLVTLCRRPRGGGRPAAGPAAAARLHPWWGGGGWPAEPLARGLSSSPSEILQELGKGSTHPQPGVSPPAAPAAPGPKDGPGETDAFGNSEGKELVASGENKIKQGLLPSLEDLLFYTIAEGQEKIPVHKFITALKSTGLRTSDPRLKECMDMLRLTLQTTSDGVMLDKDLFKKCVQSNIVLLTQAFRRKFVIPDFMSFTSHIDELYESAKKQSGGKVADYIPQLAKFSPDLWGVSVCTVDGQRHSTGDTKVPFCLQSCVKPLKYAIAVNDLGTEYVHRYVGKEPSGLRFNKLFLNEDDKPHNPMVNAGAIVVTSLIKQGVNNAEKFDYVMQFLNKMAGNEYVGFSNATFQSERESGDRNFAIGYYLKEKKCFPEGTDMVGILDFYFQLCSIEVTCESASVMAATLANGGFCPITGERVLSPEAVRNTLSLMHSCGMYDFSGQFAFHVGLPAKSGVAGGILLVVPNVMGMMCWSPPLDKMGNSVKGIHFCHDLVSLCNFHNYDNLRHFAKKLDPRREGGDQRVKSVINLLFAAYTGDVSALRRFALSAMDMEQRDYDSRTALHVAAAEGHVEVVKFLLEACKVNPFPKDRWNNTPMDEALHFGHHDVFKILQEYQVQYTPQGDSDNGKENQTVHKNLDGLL
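Glutamate formation by hKGA was monitored fluorometrically using coupled glutamate oxidase, HRP and Amplex Red. Substrate was added as 1 mM L-glutamine solution; incubation was 30 min at RT after an initial read.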
Pol iota inh – qHTS for Inhibitors of Polymerase Iota. Potency, µM (highest dose often 115 µM), inactives show at the top dose activity, negative = inhibition, actives largely listed as inhibitors. Pol iota fluorescent replication assay, 10 min. actives 1% (n = 390,000). DNA polymerase iota (Homo sapiens), Q9UNA4
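Fluorescent replication assay read twice, at 0 min and 10 min after adding 50 nM (final) substrate. Enzyme (10 nM) and compounds were first incubated 15 min at room temperature; enzyme-free buffer wells were negative controls.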
* hit, by the source's call; i = inactive; u = inconclusive; x = not tested or not shown; [ ] = dose if it differs, or a comment. Unless noted, the call rests on the fitted dose curve; in most records, active means well fitted curve in the direction sought with a large enough effect; inconclusive means small, poorly fitted or top-dose-only effect, or another doubt; inactive means no such curve, though single readings can be large; an effect the other way counts as inactive or inconclusive. Potency means the concentration at half of the fitted maximal effect. A portion of the library; the hit share may differ from the screen's.

Keys – A = BAZ2B block; B = Pin1 inhibitor; C = HP1b chromo inh; D = Tb PGK inh; E = BLM inh; F = JMJD2A Tudor inh; G = G9a block; H = GLS inh; I = Pol iota inh
#1 COc1cc(/C=C/C(=O)Nc2cc(C(F)(F)F)ccc2Cl)cc(OC)c1OC
  A: -2%; B: 3%; C: -1%; D: -8%; E: -12%; F: 0%[11.4 µM]; G: 34%[12.7 µM]; H: 75%[activator]; I: -10%
#2 Cc1ccc(N2C(=O)NC3(CCCCC3)C2=O)cc1
  A: 1%; B: 3%; C: 29%; D: -1%; E: 1%; F: 2%; G: 21%; H: -5%; I: 23%
#3 COCC(C)n1c(C)cc(C(=O)COC(=O)c2nc3nc(C)cc(C)n3n2)c1C (configuration not stated)
  A: -10%; B: u; C: 15%; D: -6%; E: -18%; F: -15%; G: 56µM*; H: -7%; I: u
#4 O=C(Nc1ccc(C(=O)N2CCCc3ccccc32)cc1)c1cccs1
  A: -3%; B: -15%; C: 9%; D: 7%; E: -7%; F: 100µM*; G: 29%; H: 11%; I: -10%
#5 O=C(Cn1nnc2ccccc2c1=O)N1CCCc2ccccc21
  A: 20%; B: -1%; C: 34%; D: -7%; E: -2%; F: -4%; G: 20%; H: -10%; I: 7%
#6 CC(/C=C/c1ccco1)=N/NC(=O)Cc1cccs1
  A: -32%; B: -6%; C: 6%; D: -4%; E: -15%; F: -28%; G: -2%[59 µM]; H: -9%; I: 32µM*
#7 CCc1nnc(NC(=O)C2Cc3ccccc3CN2S(=O)(=O)c2cccs2)s1 (configuration not stated)
  A: -1%; B: 7%; C: 30%; D: 2%; E: -12%; F: -34%; G: 14µM*; H: 3%; I: u
#8 O=C(O)CCC1(CCC(=O)O)CCCC(CCC(=O)O)(CCC(=O)O)C1=O
  A: x; B: -16%; C: 17%[57 µM]; D: -17%; E: x; F: 3%; G: x; H: 0%; I: -1%
#9 COc1nc(Cl)cn(-c2ccc(Cl)cc2)c1=O
  A: 6%; B: -2%; C: 24%; D: -4%; E: 1%; F: -12%; G: 8%[59 µM]; H: 3%; I: 40%[activator]
#10 NC(=O)c1oc2ccc(Cl)cc2c1N
  A: -16%; B: -5%; C: 1%; D: i; E: -3%; F: -19%; G: u; H: 15%; I: -10%

The last 3 entries of the section above lead into the next:
Keys – A = BAZ2B block; B = Pin1 inhibitor; C = HP1b chromo inh; D = Tb PGK inh; E = BLM inh; F = JMJD2A Tudor inh; G = G9a block; H = GLS inh; I = Pol iota inh
#8 O=C(O)CCC1(CCC(=O)O)CCCC(CCC(=O)O)(CCC(=O)O)C1=O
  A: x; B: -16%; C: 17%[57 µM]; D: -17%; E: x; F: 3%; G: x; H: 0%; I: -1%
#9 COc1nc(Cl)cn(-c2ccc(Cl)cc2)c1=O
  A: 6%; B: -2%; C: 24%; D: -4%; E: 1%; F: -12%; G: 8%[59 µM]; H: 3%; I: 40%[activator]
#10 NC(=O)c1oc2ccc(Cl)cc2c1N
  A: -16%; B: -5%; C: 1%; D: i; E: -3%; F: -19%; G: u; H: 15%; I: -10%
#11 CCOC(=O)N/N=C/c1cccnc1
  A: -11%; B: 14%; C: 29%; D: 4%; E: 0%; F: -5%; G: 2%; H: -9%; I: 101%[activator]
#12 Cc1cccc(/C=N/N(CCO)C2=NS(=O)(=O)c3ccccc32)c1
  A: -23%; B: 7%; C: 39%; D: -5%; E: -2%; F: -7%; G: 4%; H: 7%; I: 12%
#13 CC(=O)c1ccc(OC(C)C(=O)OCC(=O)NCCc2ccccc2)cc1 (configuration not stated)
  A: 10%; B: -10%; C: 17%; D: -3%; E: x; F: -11%; G: -7%[12.7 µM]; H: 7%; I: 7%
#14 CC(SC(C)C(=O)NN=Cc1cccc(Cl)c1)C(=O)NN=Cc1cccc(Cl)c1 (configuration not stated)
  A: x; B: 2%; C: 14%; D: 0%; E: x; F: -6%; G: x; H: -10%; I: 9%
#15 CCC(Oc1ccccc1)C(=O)N(CC)CC(=O)NCc1ccc(F)cc1 (configuration not stated)
  A: 3%; B: -1%; C: 27%; D: i; E: x; F: -5%; G: -3%; H: -4%; I: -24%
#16 CCn1nc(C)c(CCN(C)C(=O)Nc2cc(Cl)c(OC)cc2OC)c1C
  A: -13%; B: -11%; C: 40%[activator]; D: 0%; E: -2%; F: -2%; G: 13%[59 µM]; H: 23%; I: 12%
#17 Cc1cccc(OCc2nc(CC(=O)Nc3ccc(C)cc3C)cs2)c1
  A: -3%; B: 3%; C: 23%; D: i; E: -1%; F: -10%; G: 14%[59 µM]; H: -10%; I: 27%
#18 O=S1(=O)CCN2C(c3cccc4ccccc34)=CSC2=N1
  A: -12%; B: 1%; C: -3%; D: 0%; E: 2%; F: -12%; G: 0%; H: 5%; I: 116%[activator]
#19 Cc1cccc(C(=O)Nc2nnc(-c3cccnc3)o2)c1
  A: 50µM*; B: -2%; C: 17%; D: -8%; E: -4%; F: u; G: 36%; H: 45%[activator]; I: 80%[activator]
#20 C=CC[C@@H](Cc1ccc(F)cc1)C(=O)OC[C@H]1CCCN1C(=O)[C@@H](CC=C)CC(=O)N[C@@H](CO)Cc1ccccc1
  A: x; B: -1%; C: 33%; D: -6%; E: x; F: -23%; G: x; H: -1%; I: -5%
#21 O=C(COc1ccc(F)cc1)Nc1ccc(OCc2cc(=O)n3ccsc3n2)cc1
  A: -8%; B: -18%; C: 25%; D: 6%; E: -16%; F: -15%; G: -29%[59 µM]; H: 2%; I: 42%[activator]
#22 Cc1ccc(CCNC(=O)CCS(=O)(=O)c2ccc(Br)cc2)cc1
  A: -7%; B: -5%; C: 21%; D: -4%; E: -3%; F: -4%; G: 0%; H: -1%; I: -10%
#23 O=C(CCNS(=O)(=O)c1ccccc1)OCc1nc2ccsc2c(=O)[nH]1
  A: 7%; B: -3%; C: 16%; D: -8%; E: x; F: -18%; G: 8%[12.7 µM]; H: 7%; I: 23%
#24 O=C(Cn1c2ccccc2c2nc3n(c(=O)c21)CCS3)Nc1ccccc1
  A: -13%; B: -1%; C: 24%; D: -4%; E: -3%; F: -11%; G: 19%; H: -1%; I: 29%
#25 CCOC(=O)Cn1c2ccc(OC)cc2c2nc3ccccc3nc21
  A: -2%; B: u; C: 1%; D: -9%; E: -4%; F: -18%; G: -2%; H: -7%; I: -2%
#26 Cc1ccc(OCc2cc(C(=O)NCC3COCCO3)no2)cc1C (configuration not stated)
  A: 7%; B: 0%; C: 22%; D: i; E: -2%; F: -14%; G: 11%; H: -11%; I: 27%
#27 CN(C(=O)COC(=O)c1ccccc1NC(=O)c1ccco1)C1CCS(=O)(=O)C1 (configuration not stated)
  A: -13%; B: 2%; C: 38%[activator]; D: i; E: -2%; F: -6%; G: -5%; H: -8%; I: 101%[activator]
#28 CC(C)c1ccc(NC(=O)Cn2c(=O)oc3ccccc32)cc1
  A: -1%; B: 2%; C: 41%[activator]; D: x; E: -10%; F: -5%; G: 4%; H: 4%; I: -26%
#29 O=C(COc1ccccc1)NCC(=O)Nc1ccncc1
  A: 4%; B: 4%; C: 15%; D: 1%; E: x; F: -3%; G: -28%; H: 3%; I: 19%
#30 Cc1ccc(C)c(CSC2=NC(C)(C)Nc3ccccc32)c1
  A: 101%[activator][57.1 µM]; B: 3%; C: 239%[activator]; D: x; E: -2%; F: 122%[activator]; G: 74%[activator][59 µM]; H: 3%; I: -5%
#31 c1coc(Cn2c(SCc3nc4ccccc4[nH]3)nnc2-c2cccs2)c1
  A: -5%; B: -1%; C: 21%; D: i; E: -1%; F: -33%; G: 50µM*; H: 0%; I: 13%
#32 O=[N+]([O-])c1ccc(Oc2ccc(-c3cnc4ccccc4n3)cc2[N+](=O)[O-])cc1
  A: -12%; B: -2%; C: -21%; D: -5%; E: -4%; F: -35%; G: u; H: -8%; I: -10%
#33 COc1ccccc1C1C(C(=O)c2sc(C)nc2C)=C(O)C(=O)N1CCN1CCOCC1 (configuration not stated)
  A: -35%; B: -13%; C: 35%; D: 2%; E: -1%; F: -12%; G: 40µM*; H: 8%; I: 5%
#34 Cc1ccc(S(=O)(=O)Nc2cccc(C(=O)NCCN3CCOCC3)c2)cc1F
  A: -4%; B: -6%; C: 13%; D: 2%; E: x; F: -2%; G: -1%[12.7 µM]; H: 2%; I: -14%
#35 CC(C)c1cc(CNC(=O)CCc2nnc(CCCCc3ccccc3)o2)on1
  A: -12%; B: -9%; C: 56%[activator]; D: -2%; E: 1%; F: -3%; G: 12%; H: 4%; I: 25%
#36 O=C(N/N=C/c1ccc2c(c1)OCO2)C1COc2ccccc2O1 (configuration not stated)
  A: -29%; B: -1%; C: 9%; D: x; E: 1%; F: -15%; G: -9%; H: 8%; I: 5%
#37 O=C1C=C(c2ccccc2)OC2(CCCC2)O1
  A: 2%; B: -1%; C: 42%[activator]; D: -10%; E: 1%; F: 34%; G: u; H: x; I: 12%
#38 COC(=O)c1cn(NC(=O)Cc2ccc(OC)c(OC)c2)c(=O)c2ccccc12
  A: -3%; B: 4%; C: 24%; D: 6%; E: -2%; F: -6%; G: 11%; H: 4%; I: 1%
#39 COc1ccc(CNC(=O)C2=C(C)C(=O)OC23CCN(C(C)=O)CC3)cc1
  A: -2%; B: -2%; C: 28%; D: -6%; E: 0%; F: 6%; G: 8%[59 µM]; H: 3%; I: 10%
#40 CC(OC(=O)c1ccc2ncsc2c1)C(=O)N(C)C1CCCCC1 (configuration not stated)
  A: u; B: -2%; C: 15%; D: 2%; E: x; F: u; G: 14%[2.33 µM]; H: 3%; I: -5%

Compound activity from PubChem.
